KAT2A inh: GCN5L2 (KAT2A) acetyltransferase inhibition. Q92830. GCN5L2 HAT assay, ThioGlo1 CoA-SH fluorescence. Potency, µM (series often up to 58.9 µM), without a hit: top-dose activity change, negative = inhibition, actives largely listed as inhibitors. actives 0.21% (n = 390,000)
Target sequence (Q92830 whole entry, looked up): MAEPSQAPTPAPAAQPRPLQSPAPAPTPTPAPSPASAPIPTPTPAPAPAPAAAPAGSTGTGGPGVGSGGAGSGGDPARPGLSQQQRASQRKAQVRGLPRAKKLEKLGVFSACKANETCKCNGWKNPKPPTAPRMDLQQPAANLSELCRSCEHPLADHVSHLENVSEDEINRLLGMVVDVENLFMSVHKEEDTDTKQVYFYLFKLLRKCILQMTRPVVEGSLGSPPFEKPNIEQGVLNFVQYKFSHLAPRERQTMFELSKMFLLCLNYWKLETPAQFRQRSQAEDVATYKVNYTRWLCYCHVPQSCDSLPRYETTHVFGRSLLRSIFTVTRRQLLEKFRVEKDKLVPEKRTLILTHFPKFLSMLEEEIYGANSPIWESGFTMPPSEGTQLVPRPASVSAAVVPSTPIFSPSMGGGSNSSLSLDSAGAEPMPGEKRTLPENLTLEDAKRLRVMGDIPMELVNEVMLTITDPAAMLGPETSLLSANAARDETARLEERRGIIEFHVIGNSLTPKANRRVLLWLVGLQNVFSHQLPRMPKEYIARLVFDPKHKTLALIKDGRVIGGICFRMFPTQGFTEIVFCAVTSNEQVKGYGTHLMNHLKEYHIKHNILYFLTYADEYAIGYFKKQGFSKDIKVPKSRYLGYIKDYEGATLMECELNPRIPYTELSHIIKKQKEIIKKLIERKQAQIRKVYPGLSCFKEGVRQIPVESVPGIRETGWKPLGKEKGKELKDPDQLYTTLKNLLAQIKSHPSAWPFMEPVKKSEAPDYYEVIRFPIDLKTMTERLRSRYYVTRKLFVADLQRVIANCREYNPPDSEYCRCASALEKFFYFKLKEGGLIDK
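Enzyme at 20nM final was mixed with library compounds for 15 min at room temperature. Peptide H3(1-25) at 75uM, acetyl-CoA at 70uM and ThioGlo1 at 50uM were then added. Plates were read immediately and after 20 min (Ex340nm/Em540nm).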
DT40 TDP1 CPT: DT40-hTDP1 cell growth loss with CPT; chicken DT40 Tdp1-/-;hTDP1 cells + 20 nM CPT, ATP luminescence, 48 h; AID 686979; actives 12% (n = 420,000); Potency, µM (highest dose often 46.2 µM), for the others: at the highest dose activity change, negative = growth inhibition, hits mostly inhibitors; also: nearly all actives have a fitted effect of over 55% in size
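Chicken DT40 Tdp1-/- cells complemented with human TDP1, 400 cells/well, exposed to compounds plus 20 nM camptothecin for at least 48 h at 37 C; viability read as ATP content by CellTiter-Glo luminescence.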
DT40 TDP1 no CPT: qHTS for Inhibitors of human tyrosyl-DNA phosphodiesterase 1 (TDP1): qHTS in cells in absence of CPT | actives 15% (n = 420,000) | DT40 Tdp1-/- hTDP1 cells, no CPT, ATP luminescence, 48 h | AID 686978, 2013 | Potency, µM (highest dose often 46.2 µM), without a hit: at the highest dose activity change, negative = growth inhibition, most hits filed as inhibitors; also: nearly all actives have a fitted effect of over 55% in size
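A cellular qHTS used chicken DT40 cells lacking endogenous Tdp1 but carrying stably transfected human TDP1. Compounds were applied without camptothecin, and cell growth kinetics were judged by ATP-dependent luminescence after ≥48 hr.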
* hit, by the source's call; u = inconclusive; x = not tested or not shown; [ ] = remark or other dose. Calls follow the shape of the dose curve; as a rule, active = well fitted curve in the direction sought with a large enough effect; inconclusive = small, poorly fitted or top-dose-only effect, or another doubt; inactive = no such curve, though single readings can be large; an effect the other way counts as inactive or inconclusive. % is scaled to controls: 0 for no effect and ±100 for the full control effect; potency is read from the fitted curve at half-maximal effect.

compound | DT40 TDP1 CPT | DT40 TDP1 no CPT | KAT2A inh
Cn1c(N)c(S(=O)(=O)NCc2ccccc2Cl)c(=O)n(C)c1=O | 22% | -44% | -6%
CC1CCCN(c2oc(-c3cccc4ccccc34)nc2C#N)C1 (centres undefined) | -23% | u | -2%
CC(=O)C1=C(C)NC(SCC(=O)c2ccc(Cl)cc2)=C(C#N)C1CC(C)C (centres undefined) | -23% | u | -14%
CC(C)C[C@H]1CNC(=O)C(=O)N1C[C@@H]1CCCN1C[C@H](CC(C)C)N1C[C@H](Cc2ccc(O)cc2)N(CCc2ccccc2)C(=O)C1=O | 6% | 4% | x
Cc1nc(-c2ccc(Cl)cc2)sc1C1(C)CC(c2ccccc2)=NO1 (centres undefined) | -4% | 1% | x
O=C(CCc1nc2ccccc2c(=O)[nH]1)NNC(=O)c1ccc(Cl)cc1 | -8% | 0% | -4%
O=C(CCN1C(=O)NC2(CCCC2)C1=O)Nc1cccc(S(=O)(=O)N2CCOCC2)c1 | 6% | 19% | 0%
O=C(N/N=C/c1c[nH]c2ccccc12)c1cc(Cl)ccc1O | u | -8% | -15%
Cc1onc(C(=O)N2CCN(C(c3ccccc3)c3ccccc3)CC2)c1[N+](=O)[O-] | u | u | -7%
O=C(O)c1cc(=O)[nH]c2c(Cl)cccc12 | -6% | 17% | 3%
CN(C)c1ccc(-c2noc(-c3ccccc3O)n2)cc1 | -1% | u | -1%
O=C(Oc1ccccc1C(=O)N1CCOCC1)c1cccc(Br)c1 | -23% | -10% | -3%
Cc1cccc(OCC(=O)Nc2ccc3nc(Nc4cccc(C(F)(F)F)c4)cc(C)c3c2)c1 | 21µM* | 13µM* | -9%
COc1ccc(Cn2c(=O)[nH]c3cc(C(=O)N4CCN(c5cc(Cl)ccc5C)CC4)ccc3c2=O)cc1 | 15µM* | 15µM* | -5%
CCCC/C(O)=C1\C(=O)CCCC1=NCCc1c(C)[nH]c2ccc(OC)cc12 | u | u | 1%

Further results follow:
compound | DT40 TDP1 CPT | DT40 TDP1 no CPT | KAT2A inh
O=C1CSC(=S)N1N=Cc1ccc(Cl)cc1Cl | u | 21µM* | x
COc1ccc(Cl)cc1NC(=O)c1cc(C)no1 | 2% | -15% | -18%
CCOc1ccc(CN(CCc2ccc3c(c2)OCO3)Cc2cc(OC)c(OC)cc2OC)cc1 | u | 15µM* | -5%
CCOC(=O)C1CCCN(c2c(NCCC(C)C)c(=O)c2=O)C1 (centres undefined) | -1% | -13% | -8%
CCNC(=O)Nc1ccc2c(c1)c(=O)n(C)n2Cc1ccc(Cl)cc1 | -22% | -18% | x
Cc1ccc(S(=O)(=O)NCc2csc(C)n2)c(C)c1 | -19% | 3% | 4%
CCOC(=O)CNC(=O)COc1coc(CN2CCN(Cc3ccccc3)CC2)cc1=O | 2% | -2% | -5%
CC(Sc1n[nH]c(=O)[nH]c1=O)C(=O)OCc1ccccc1 (centres undefined) | 2% | 1% | x
C[C@H]1CN([C@@H](C)CO)S(=O)(=O)c2ccc(Br)cc2O[C@H]1CN(C)C(=O)Nc1ccccc1F | -7% | -6% | x
C[N+](C)(C)CCCN1C(=O)CCCC1=O | -7% | -6% | -5%
COc1ccc(-c2nc(N)ncc2-c2ccccc2OC)c(O)c1 | u | -23% | -6%
COc1ccccc1CNC(=O)C(NS(=O)(=O)c1ccc2c(c1)CCN2C(C)=O)C(C)C (centres undefined) | -3% | -14% | -1%
CC(C)(C)NC(=O)CN(CCN1CCOCC1)C(=O)CNS(=O)(=O)c1ccc(Cl)cc1 | -4% | -1% | -4%
Cc1ccc([N+](=O)[O-])cc1Nc1nc(N2CCOCC2)nc(N2CCOCC2)n1 | 4% | -22% | -5%
C#CCNC(=O)C1=C[C@H](C(C)(C)C)C[C@H](OCc2ccc(CO)cc2)O1 | u | u | -4%

Only DT40 TDP1 no CPT, for some of the entries so far:
molecule | DT40 TDP1 no CPT
COc1ccc(Cl)cc1NC(=O)c1cc(C)no1 | -15%
CC(Sc1n[nH]c(=O)[nH]c1=O)C(=O)OCc1ccccc1 (centres undefined) | 1%

Other structures follow.
compound | DT40 TDP1 CPT | DT40 TDP1 no CPT | KAT2A inh
O=C(CCn1cnnn1)Nc1ccc(Cl)c(Cl)c1 | u | u | -1%
Cc1c(C(=O)Nc2ccc(-n3c(C)nc4ccccc4c3=O)cc2)cccc1[N+](=O)[O-] | 13µM* | 7.3µM* | -5%
O=C1C=C(c2cccc3c2Oc2ccccc2S3)C[C@@H](c2ccc(Cl)cc2)C1 | u | u | -2%
CCOC(=O)C1=NN(c2ccc(C)cc2)C2(S1)SC(C(C)=O)=C(C)N2c1ccccc1 (centres undefined) | u | 21µM* | -16%
CCN(CC(=O)Nc1c(F)cccc1F)C(=O)c1cccc(-n2cnnn2)c1 | -9% | -12% | -1%
C[N+]12CCCCC1C(COC(=O)c1ccc3c(c1)OCO3)CCC2 (centres undefined) | u | 0% | -17%
O=c1c(Oc2ccccc2Br)c(C(F)(F)F)oc2c(CN3CCCC3)c(O)ccc12 | u | -16% | 69%[activator]
C/C(=N\NC(=O)c1ccccc1NC(=O)c1ccc(Cl)cc1)c1ccncc1 | 0.92µM* | 1.2µM* | -5%
Cc1c(CC(=O)N[C@@H](C)C(=O)O)c(=O)oc2cc3oc4c(c3cc12)CCCC4 | -21% | 20% | -10%
C[C@H]1CN([C@@H](C)CO)C(=O)CCCn2nncc2CO[C@@H]1CN(C)C(=O)c1ccc2ccn(C)c2c1 | -17% | -8% | x
CC(NC(=O)Cc1ccc(NC(=O)N2CCSc3ncccc32)cc1)c1ccccc1 (centres undefined) | -30% | u | -5%
Cc1cccc([N+](=O)[O-])c1C(=O)O | 9% | -4% | -3%
CCn1ncc(-c2cc(C(=O)O)no2)c1C | -34% | u | -1%
CN(CC(=O)Nc1c(Cl)cccc1Cl)CC(=O)N(C)C1(C#N)CCCCC1 | -14% | -1% | -4%
CN(CCc1cn[nH]c1)Cc1nc(Cc2ccccc2F)no1 | -11% | 21% | -12%

Next part
compound | DT40 TDP1 CPT | DT40 TDP1 no CPT | KAT2A inh
O=C(Nc1cccs1)Nc1c(F)c(F)cc(F)c1F | -12% | -5% | 9%
COc1ccc(OC)c(C2=NS(=O)(=O)N(C)C(C(=O)Nc3cccc(C(C)=O)c3)=C2)c1 | 21µM* | u | -6%
CCN(c1ccccc1)S(=O)(=O)c1ccc2[nH]c(=O)c(=O)[nH]c2c1 | 2% | -7% | -6%
COc1ccc(Cn2ccnc2CO)cc1[N+](=O)[O-] | 33%[activator] | 3% | -5%
O=C(O)C(=Cc1ccccc1[N+](=O)[O-])c1ccc2c(c1)OCO2 | -13% | u | x
O=C(Nc1cccc2ccccc12)C(=O)C1C(=O)Nc2ccccc21 (centres undefined) | u | u | -2%
CCS(=O)(=O)c1ccc2c(c1)N(S(=O)(=O)c1ccccc1)CC(C(=O)O)O2 (centres undefined) | 5% | -5% | 17%
O=C(CN1CCN(S(=O)(=O)c2cccs2)CC1)N1CCCCC1 | -8% | -7% | -17%
COCCN1Cc2cccc(C(=O)N3CCN(c4cc(C)ccc4C)CC3)c2C1=O | u | u | -5%
N#Cc1ccccc1NC(=O)CC1c2ccccc2Oc2ccccc21 | 2.1µM* | 1.8µM* | 8%
O=C(NCc1ccccc1Cl)c1ccc(S(=O)(=O)N2CCCC2)cc1 | -11% | -25% | -23%
Cc1ccc(C(C)NC(=O)c2ccc3c(c2)OCO3)cc1C (centres undefined) | -30% | -22% | -10%
Cc1ccc(-n2c(C)cc(/C=C3\SC(=O)NC3=O)c2C)cc1 | -22% | 0% | -7%
Cc1ccc(NC(=O)CSc2ccc(-c3ccccn3)nn2)c(C)c1 | u | u | 4%
CC(NC(=O)c1cc(Br)cs1)C1CCCO1 (centres undefined) | -2% | -4% | -3%

21 entries from above, set out differently:
Order of results – DT40 TDP1 CPT	DT40 TDP1 no CPT	KAT2A inh
- COc1ccc(Cl)cc1NC(=O)c1cc(C)no1
    2%	-15%	-18%
- CCOc1ccc(CN(CCc2ccc3c(c2)OCO3)Cc2cc(OC)c(OC)cc2OC)cc1
    u	15µM*	-5%
- CCOC(=O)C1CCCN(c2c(NCCC(C)C)c(=O)c2=O)C1 (centres undefined)
    -1%	-13%	-8%
- CCNC(=O)Nc1ccc2c(c1)c(=O)n(C)n2Cc1ccc(Cl)cc1
    -22%	-18%	x
- Cc1ccc(S(=O)(=O)NCc2csc(C)n2)c(C)c1
    -19%	3%	4%
- CCOC(=O)CNC(=O)COc1coc(CN2CCN(Cc3ccccc3)CC2)cc1=O
    2%	-2%	-5%
- CC(Sc1n[nH]c(=O)[nH]c1=O)C(=O)OCc1ccccc1 (centres undefined)
    2%	1%	x
- C[C@H]1CN([C@@H](C)CO)S(=O)(=O)c2ccc(Br)cc2O[C@H]1CN(C)C(=O)Nc1ccccc1F
    -7%	-6%	x
- C[N+](C)(C)CCCN1C(=O)CCCC1=O
    -7%	-6%	-5%
- COc1ccc(-c2nc(N)ncc2-c2ccccc2OC)c(O)c1
    u	-23%	-6%
- COc1ccccc1CNC(=O)C(NS(=O)(=O)c1ccc2c(c1)CCN2C(C)=O)C(C)C (centres undefined)
    -3%	-14%	-1%
- CC(C)(C)NC(=O)CN(CCN1CCOCC1)C(=O)CNS(=O)(=O)c1ccc(Cl)cc1
    -4%	-1%	-4%
- Cc1ccc([N+](=O)[O-])cc1Nc1nc(N2CCOCC2)nc(N2CCOCC2)n1
    4%	-22%	-5%
- C#CCNC(=O)C1=C[C@H](C(C)(C)C)C[C@H](OCc2ccc(CO)cc2)O1
    u	u	-4%
- O=C(CCn1cnnn1)Nc1ccc(Cl)c(Cl)c1
    u	u	-1%
- Cc1c(C(=O)Nc2ccc(-n3c(C)nc4ccccc4c3=O)cc2)cccc1[N+](=O)[O-]
    13µM*	7.3µM*	-5%
- O=C1C=C(c2cccc3c2Oc2ccccc2S3)C[C@@H](c2ccc(Cl)cc2)C1
    u	u	-2%
- CCOC(=O)C1=NN(c2ccc(C)cc2)C2(S1)SC(C(C)=O)=C(C)N2c1ccccc1 (centres undefined)
    u	21µM*	-16%
- CCN(CC(=O)Nc1c(F)cccc1F)C(=O)c1cccc(-n2cnnn2)c1
    -9%	-12%	-1%
- C[N+]12CCCCC1C(COC(=O)c1ccc3c(c1)OCO3)CCC2 (centres undefined)
    u	0%	-17%
- O=c1c(Oc2ccccc2Br)c(C(F)(F)F)oc2c(CN3CCCC3)c(O)ccc12
    u	-16%	69%[activator]

Additional results
compound | DT40 TDP1 CPT | DT40 TDP1 no CPT | KAT2A inh
Cc1ccc(-c2nc(-c3ccncc3)no2)c(Cl)c1 | -7% | -24% | -8%
CCOc1cc(S(=O)(=O)NCC2OCCc3ccccc32)c(OCC)cc1-n1cnnn1 (centres undefined) | 4% | -16% | 0%
Cc1cc(N(CCO)Cc2ccccc2)n2nc(-c3ccc(C(C)(C)C)cc3)nc2n1 | u | u | 0%
O=C(Nc1ccc2nc(-c3cccs3)[nH]c2c1)c1ccco1 | u | u | -3%
CCOC(=O)c1nn(-c2cccc(OC)c2)c2nc(CC)c(C#N)c(=O)n12 | -4% | 3% | -2%
COc1cc(CNCCSc2nnnn2C)ccc1OCc1c(F)cccc1Cl | -29% | u | -11%
Cc1ccc(C(=O)NC(=S)Nc2ccc(Oc3ccc(Cl)cc3)cc2)cc1 | u | 21µM* | -20%
CSCCC(NC(=O)c1ccccc1)C(=O)NCCCn1nc(C)cc1C (centres undefined) | -7% | -4% | 9%
COc1cc(/C=C/C(=O)OCC(=O)NC(=O)NC23CC4CC(CC(C4)C2)C3)ccc1OCC#N | u | 21µM* | -10%
CCSc1nnc(NC(=O)C2CCN(S(=O)(=O)c3ccccc3C(F)(F)F)CC2)s1 | -6% | u | -1%
COc1ccc(-c2ccc(CN3C(CC(C)C)C(=O)N(Cc4cn(CC5CCCCC5)nn4)CCS3(=O)=O)cc2)cc1OC (centres undefined) | 23µM* | 21µM* | x
COc1ccc(C(=O)NCC(c2ccc(N(C)C)cc2)N2CCc3ccccc32)cc1 (centres undefined) | 7.3µM* | 8.2µM* | -3%
CCN(c1ccccc1)S(=O)(=O)c1ccc(Cl)c(NC(=O)CN2C(=O)NC3(CCCC3)C2=O)c1 | u | 18µM* | -18%
O=C1C(Cl)=C(NS(=O)(=O)c2ccc([N+](=O)[O-])cc2)C(=O)c2ccccc21 | 10µM* | 8.2µM* | -11%
O=C(NCc1ccco1)C1CC(c2c(Cl)cccc2Cl)=NO1 (centres undefined) | u | 16µM* | -16%
Nc1nc(=O)n(C2CC(O)C(CO)O2)cc1Cl (centres undefined) | u | -26% | x

Bioassay records: PubChem BioAssay, National Center for Advancing Translational Sciences (NCATS)

An excerpt (hit frequency here may not be typical).
